Assay outcomes (PubChem BioAssay)
ST2 inh: inhibitors of human ST2 (IL1RL1) binding to IL-33, primary screen, biochemical, AlphaLISA; AlphaLISA ST2-Fc/biotin-IL-33 interaction, 1 h; inhibition, % for hits at 17 µM; 2.3% of 78,000 active; AID 1259354, 2018; Interleukin-1 receptor-like 1 (Homo sapiens), Q01638; in the data active = inhibition above about 30%; inconclusive = mostly about 10% to 28%
Target sequence (Q01638 whole entry, looked up): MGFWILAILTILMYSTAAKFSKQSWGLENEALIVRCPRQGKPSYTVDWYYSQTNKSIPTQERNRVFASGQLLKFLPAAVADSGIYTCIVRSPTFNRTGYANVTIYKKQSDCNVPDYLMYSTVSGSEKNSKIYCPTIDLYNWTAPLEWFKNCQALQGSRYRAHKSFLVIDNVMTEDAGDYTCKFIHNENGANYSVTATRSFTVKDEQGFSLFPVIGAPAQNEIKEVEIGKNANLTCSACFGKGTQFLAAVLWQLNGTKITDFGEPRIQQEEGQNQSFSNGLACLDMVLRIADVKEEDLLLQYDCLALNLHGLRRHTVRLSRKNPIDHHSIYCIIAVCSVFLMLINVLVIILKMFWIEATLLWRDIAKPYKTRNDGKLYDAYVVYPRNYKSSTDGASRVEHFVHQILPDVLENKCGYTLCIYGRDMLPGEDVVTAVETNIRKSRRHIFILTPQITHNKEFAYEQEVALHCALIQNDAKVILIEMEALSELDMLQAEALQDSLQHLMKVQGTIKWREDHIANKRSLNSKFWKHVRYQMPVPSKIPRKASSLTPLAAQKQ
Starred values were filed as active, the others as inactive; i = inactive; ? = inconclusive.

SMILES	ST2 inh
Cc1ccc(CNS(=O)(=O)c2cc(Br)cc3c2N(C(=O)C2CC2)CC3)cc1	i
CN(CCn1ccc2ccccc21)C(=O)Cc1nn[nH]n1	i
Cc1ccc(C)c(CNC(=O)c2cc(Cn3c(C)nc4ccccc43)[nH]n2)c1	?
Cc1nnsc1CN(C)Cc1ccc(C(=O)Nc2nc(C)n(C)n2)cc1	i
O=C(CSc1nc2c(c(=O)n1-c1ccc(F)cc1)SCC2)Nc1ccc(F)cc1	i
COc1ccc(-c2n[nH]c(C)c2Oc2ccccc2)c(O)c1	i
O=c1cc(-c2ccc(O)cc2)oc2c([C@@H]3O[C@H](CO)[C@@H](O[C@@H]4O[C@H](CO)[C@@H](O)[C@H](O)[C@H]4O)[C@H](O)[C@H]3O)c(O)cc(O)c12	50%*
COc1cc(-c2cc(C)c3cccc(OC)c3n2)cc2c1OCCN(CC(N)=O)C2	i
O=C(c1ccc(=O)[nH]n1)N1CCCC2(CCNCC2)CC1	i
O=C(CN1CCN(Cc2cccc(Cl)c2)C1=O)NCc1cccnc1	i
Cc1ccc(CNC(=O)CCS(=O)(=O)c2ccc(Br)s2)o1	i
C=CCn1c(=O)c(C(=O)NCc2ccccn2)c(O)c2ccccc21	i
O=C(c1ccc(F)c(F)c1)N1CCN(S(=O)(=O)c2cc3c4c(c2)CCN4C(=O)CC3)CC1	?
CCCC(=O)NCCCc1nc2ccccc2n1C	i
Cc1cc(C=O)c(C)n1-c1ccncc1	?
O=C(Nc1nc2ccc([N+](=O)[O-])cc2s1)c1ccc(S(=O)(=O)N2CCCC2)cc1	i
NC(CC(O)c1ccc([N+](=O)[O-])cc1)C(Cl)(Cl)Cl (stereo unspecified)	i
N#Cc1c(N)nc2c(c1-c1ccco1)CCCCC2	i
NCCC1CCCC(CCN)N1 (stereo unspecified)	?
c1cncc(COC2CCCN(Cc3ccc4nsnc4c3)C2)c1 (stereo unspecified)	i
O=C1c2ccccc2C(=O)N1CC(O)COc1ccc(Br)cc1 (stereo unspecified)	i
COc1ccc(OC)c(S(=O)(=O)n2c([N+](=O)[O-])cnc2C)c1	i
O=C(c1ccccc1)N1CCC(NCCN2CCc3ccccc32)CC1	i
Cc1ccc(-n2ncc3c(=O)n(CCc4ccc(Cl)cc4)c(-c4ccco4)nc32)cc1	i
COc1cc(NC(=S)N[C@H]2CO[C@H]3[C@@H]2OC[C@@H]3n2nnnc2-c2ccc(N(C)C)cc2)cc(OC)c1	i
Next section:
SMILES	ST2 inh
COc1ccc(NC(=O)CCc2c(C)n(C)c3cc(-c4ccccc4OC)nn3c2=O)cc1OC	i
O=C1N=C(N2CCCC2)S/C1=C/c1cccc(Cl)c1	?
COCCOc1ccc(C(=O)N[C@@H]2CN(C(=O)NC3CCCCC3)CCC[C@H]2O)cc1	i
Cc1cc(=O)c2cc(NC(=O)c3ccccc3)ccc2[nH]1	i
Cc1cc(C)c(S(=O)(=O)NCc2ccccn2)cc1C	i
Cc1nc(CCC(=O)N2CCc3c(nc(N(C)C)nc3N(C)C)C2)n[nH]1	i
CCCOCCOC(=O)C1=C(C)NC2=C(C(=O)C(C(=O)OC)C(C)C2)C1c1cccc(F)c1 (stereo unspecified)	i
CCN(CC)c1ccc(C2Nc3ccc4ncccc4c3C3=C2C(=O)CC(C)(C)C3)cc1 (stereo unspecified)	?
COc1cc(OC)c(C2SCCN2S(=O)(=O)c2ccc(Cl)cc2)cc1OC (stereo unspecified)	i
CCOC(=O)CNC(=O)c1cc2c(=O)n3ccccc3nc2n1C	i
CCC1OC(c2cccc(OC)c2)=Nc2ccccc21 (stereo unspecified)	i
O=C(c1cccc(OC2(C(=O)O)CCSCC2)c1)N1CCOCC1	?
CSc1ccccc1NC(=O)c1cc2c(=O)oc3ccccc3c2s1	i
C=C(C)CSC1=C(C#N)C2(CCCCC2)C(C#N)C(=O)N1 (stereo unspecified)	?
C=CCN=Cc1c(NCC=C)nc2ccc(C)cn2c1=O	?
CC(c1ccccc1Cl)n1ccnc1-c1ccc(S(C)(=O)=O)cc1 (stereo unspecified)	i
COc1cc(C2C3=C(CCCC3=O)Nc3nc(SCc4ccccc4)nn32)cc(OC)c1OC (stereo unspecified)	?
CCN1CCN(Cc2cc(C(=O)N(C)CCc3ccccc3)no2)CC1	?
CN(CC(=O)NC1CCCCC1)S(=O)(=O)c1ccc2c(c1)CCC(=O)N2	i
O=C(CN1CCCC(Nc2ccc(F)cc2)C1)N1CCCCCC1 (stereo unspecified)	?
CNC(=O)C1Cc2ccccc2CN1S(=O)(=O)c1cccs1 (stereo unspecified)	i
Cc1nc2ccccn2c1CN(C)C(=O)c1cc(COc2ccc(F)cc2F)on1	i
COc1ccccc1N1CCN([C@@H]2[C@H](O)[C@H](CO)O[C@@H]2CNC(C)=O)CC1	?
CN(C)CC1(O)CCN(C(=O)c2cc(-c3cccs3)n(C)n2)C1 (stereo unspecified)	?
CN1C[C@@H](NS(=O)(=O)c2ccccc2)C[C@H]1c1nc(Cc2ccccc2)no1	i

Brought forward from above: 5 entries, then new ones.
SMILES	ST2 inh
CNC(=O)C1Cc2ccccc2CN1S(=O)(=O)c1cccs1 (stereo unspecified)	i
Cc1nc2ccccn2c1CN(C)C(=O)c1cc(COc2ccc(F)cc2F)on1	i
COc1ccccc1N1CCN([C@@H]2[C@H](O)[C@H](CO)O[C@@H]2CNC(C)=O)CC1	?
CN(C)CC1(O)CCN(C(=O)c2cc(-c3cccs3)n(C)n2)C1 (stereo unspecified)	?
CN1C[C@@H](NS(=O)(=O)c2ccccc2)C[C@H]1c1nc(Cc2ccccc2)no1	i
O=C(Nc1nnc(CCS(=O)(=O)c2ccc(Cl)cc2)s1)c1cccs1	i
CC1=C([N+](=O)[O-])C(c2ccccc2Cl)NC(=O)N1 (stereo unspecified)	i
Cc1ccc(Cl)cc1N1C(=O)C2C(c3ccccc3)OC3(C(=O)c4ccccc4C3=O)C2C1=O (stereo unspecified)	?
COc1ccc2c(c1OC)C(=O)N1c3cccc(Cl)c3C(=O)OC21 (stereo unspecified)	i
CCN1CCCC1CNC(=O)CCC1CCN(Cc2[nH]c3ccc(OC)cc3c2C)CC1 (stereo unspecified)	?
O=C(CC1CCCCC1)NCCCN1CCOCC1	i
O=C(NCc1ccc(Cl)cc1)c1noc2c1CCCC2	i
CCCOC(=O)C1=C(C)NC2=C(C(=O)C(C(=O)OC)C(C)C2)C1c1ccc(OCC)cc1 (stereo unspecified)	i
Cc1ccnc(NC(=O)c2ccc(C(=O)Nc3cc(C)ccn3)cc2)c1	i
Cc1ncc(CN2CCCC2C(=O)Nc2ccc(-c3nc4ccccc4o3)cc2)[nH]1 (stereo unspecified)	i
CCOc1ccc(NC(=O)COc2nsnc2N2CCCCC2)cc1	?
Oc1c(C(Nc2ccccn2)c2ccccc2Br)ccc2cccnc12 (stereo unspecified)	?
Cc1ccc(-n2c(=O)[nH]c3sc(C)c(C)c3c2=O)cc1C	i
COCCCNC(=O)C1CCN(CC(C)C)CC1	i
CCN(CC)Cc1cc(NC(C)=O)ccc1O	?
CC(C)c1cc(C(=O)Nc2cccc(O)c2)no1	?
CC(=O)Nc1ccc(N=Cc2ccc(N(C)C)cc2)cc1	i
Cc1ccc(CN2CCN(C3CCCC3)CC2CCO)cc1 (stereo unspecified)	?
O=C(C1CC1)N1CCc2cc(Br)cc(S(=O)(=O)NCCc3ccccc3)c21	?
O=S(=O)(NCc1cccs1)c1cccc2cccnc12	?
CC1(C(=O)N2CCN(Cc3ccc(F)cc3)C(=O)C2)CCCO1 (stereo unspecified)	i
COCC(c1ccccn1)N(C)C(=O)c1cccc2cc(C)oc12 (stereo unspecified)	i
Cc1nonc1OCC(C)(COc1nonc1C)Nc1ccc([N+](=O)[O-])cc1[N+](=O)[O-]	40%*
Cc1nc(C(=O)NCC2CCC3(CCN(Cc4c(F)ccc(F)c4F)CC3)O2)cs1 (stereo unspecified)	i
O=C(C1CC1)N1CCc2cc(S(=O)(=O)NC3CCCc4ccccc43)ccc21 (stereo unspecified)	?

Entries listed so far that contain bromine (5):
SMILES	ST2 inh
Cc1ccc(CNS(=O)(=O)c2cc(Br)cc3c2N(C(=O)C2CC2)CC3)cc1	i
Cc1ccc(CNC(=O)CCS(=O)(=O)c2ccc(Br)s2)o1	i
O=C1c2ccccc2C(=O)N1CC(O)COc1ccc(Br)cc1 (stereo unspecified)	i
Oc1c(C(Nc2ccccn2)c2ccccc2Br)ccc2cccnc12 (stereo unspecified)	?
O=C(C1CC1)N1CCc2cc(Br)cc(S(=O)(=O)NCCc3ccccc3)c21	?

(listing goes on)
SMILES	ST2 inh
COC(=O)[C@@H]1C[C@@H](NC(=O)c2ccc(-c3ccn[nH]3)cc2)CN1C	i
Cc1nc(-c2ccc(C(N)=O)cc2)cs1	i
COc1ccc(CN2CCCN(CC(=O)Nc3ccccc3F)S2(=O)=O)cc1	i
Cc1cc(=O)oc2cc(OCC(=O)Nc3ccc(Cl)cc3)ccc12	?
Cc1nc2sc(C(c3ccccc3)N3CCN(C)CC3)c(O)n2n1 (stereo unspecified)	i
Cc1cccc(C)c1NC(=O)CSc1nnc(-c2ccccc2)c(-c2ccccc2)n1	i
Cc1c(Cl)cccc1NC(=O)NCC1(O)CCCNCC1 (stereo unspecified)	i
COc1ccc(C(=O)N2C[C@@H]3C[C@H](C2)c2ccc(-c4ccc5ccccc5c4)c(=O)n2C3)cc1	?
COc1ccc2nc(C)cc(Nc3ccccc3OC)c2c1	i
O=C1Nc2ccc(Br)cc2/C1=c1/sc2nc3ccccc3n2c1=O	i
CCOc1cccc2cc(C(N)=O)c(=Nc3ccc(Cl)cc3)oc12	i
CN1[C@@H](CCC(=O)NCc2ccc(F)cc2)CNC(=O)[C@H]2NCC[C@H]21	?
Cc1ccc(N(C(=O)Cc2ccccc2)C2C=CS(=O)(=O)C2)cc1C (stereo unspecified)	i
Cc1cccc(-c2cn[nH]c2C2CCN(C(=O)C3=NNC(=O)CC3)CC2)c1	i
CC1CCC(C(=O)NC(C(=O)NCCCN2CC(C)CC(C)C2)C(C)C)CC1 (stereo unspecified)	i
COCC(=O)NC[C@@H]1C=C(C)[C@H](CC(=O)N2CCN(C)CC2)C[C@H]1C(C)C	?
CN(C)c1ccc(-c2nnc([C@H]3CCN(Cc4ccccc4F)C3)o2)cc1	i
CC1=C(C(=O)Nc2nc3ccccc3s2)C(c2cccnc2)C2=C(CC(C)(C)CC2=O)N1 (stereo unspecified)	?
CCC12CN3CC(CC)(CN(C1)C3c1cccc([N+](=O)[O-])c1)C2=O (stereo unspecified)	i
CCn1nc(C(=O)N2CCN(c3ccccc3)CC2)c2c1CCN(C(=O)c1csc(SC)n1)C2	i
Cc1nc2sccn2c1CN1CCCC(C(=O)Nc2ccc(-c3ccco3)cc2)C1 (stereo unspecified)	?
O=C(O)CCSc1nccn1Cc1ccccc1	i
O=C1CC(N2CCN(Cc3ccc4c(c3)OCO4)CC2)C(=O)N1Cc1ccc(Cl)cc1 (stereo unspecified)	i
O=C(Cc1ccccc1)Nc1cccc(NC(=O)Cc2ccccc2)n1	i
CCOC(=O)C1=C(c2ccccc2)OC(N)=C(C#N)C1c1ccc(C)cc1 (stereo unspecified)	?
The listing continues.
SMILES	ST2 inh
Cc1cc(NS(=O)(=O)c2ccc(NC(=O)COc3ccccc3[N+](=O)[O-])cc2)nc(C)n1	i
Cc1cccc(NC(=O)Cc2ccc(F)cc2)n1	i
NNC(=O)C1C[C@@H]1c1ccccc1 (stereo partly specified)	i
Cc1cccc(N2CC(NC(=O)c3cnc(C4CC4)[nH]c3=O)CC2=O)c1 (stereo unspecified)	i
O=C1c2cccc3cccc(c23)C(=O)N1CC1CCN(CC(O)COc2ccccc2F)CC1 (stereo unspecified)	?
O=C(NCC1(c2ccccc2)CCOCC1)c1cn(Cc2ccc(Cl)cc2)nn1	i
CC(=O)Nc1ccc(NC(C)=O)s1	i
CCOc1ccccc1NC(=O)CCNC1CCS(=O)(=O)C1 (stereo unspecified)	i
O=C(CN(c1ccc(Cl)c(C(F)(F)F)c1)S(=O)(=O)c1ccccc1)Nc1cccnc1	i
CC1=C(C(=O)OC2CCCCC2)C(c2ccncc2)n2c(nc3ccccc32)N1 (stereo unspecified)	i
CCCCOc1ccc(C2C(=O)N(C3CCCCC3)CC(=O)N2CCCC)cc1 (stereo unspecified)	i
COc1ccc(OC)c(S(=O)(=O)NC2CCCC(C)C2C)c1 (stereo unspecified)	i
CN(Cc1nccs1)c1ccc(-c2nc(-c3ccccc3F)no2)cn1	i
CC(C)CCNC(=O)C1CC(=O)N(C2CCCCCC2)C1 (stereo unspecified)	i
Cc1cc(C(=O)N2CCC3(CCCN(Cc4ccc(F)c(F)c4)C3)C2)no1 (stereo unspecified)	i
Cc1ccc2c(c1)c1c3n2CCCNC3CCC1 (stereo unspecified)	?
C=CCN1C(=O)c2ccccc2Sc2ccc(C(=O)NC3CCCCC3)cc21	i
O=C(O)CN(CC(=O)O)CC(=O)O	i
COc1cccc(CN2CCC(C(=O)NCCCN3CCOCC3)CC2)c1O	i
O=C(NCC1CCCN(Cc2cccn2-c2cccnc2)C1)c1ccc(-c2ccccc2)cc1 (stereo unspecified)	i
Cc1cc(Br)ccc1OCc1nc(-c2cccnc2)no1	i
CC(C)CN(Cc1ccsc1)C(=O)c1ccc2c(c1)ncn2CCO	i
COc1ccc(-n2nc3cc(C)c(NC(=O)c4ccc(Br)o4)cc3n2)cc1	i
CCC(C)NC(=O)CN1C(=O)C(CC)Oc2ccccc21 (stereo unspecified)	?

Only part of the results is shown, so the mix of outcomes need not match the whole.
